PvdQ acylase – P. aeruginosa PvdQ acylase inhibitors, primary screen, biochemical, fluorescence, plate reader and imaging, single point; purified PvdQ acylase; inhibition, % at 10 µM; actives 0.063% (n = 340,000); in the data active = inhibition above about 30%, passing the limit was not always enough;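 note: 0% = vehicle neutral wells and 100% = reference inhibitor wells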
DAGLB inhibitor – DAGLB lipase inhibitors, primary screen, biochemical, fluorescence, HTS; Diacylglycerol lipase-beta (Homo sapiens), Q8NCG7; HEK293T DAGLB membrane lysate, EnzChek fluorogenic substrate; inhibition, % at 5.17 µM; actives 0.059% (n = 340,000); in the data active = inhibition above about 34%;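 note: 0% = enzyme with vehicle and 100% = wells lacking enzyme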
Target sequence (Q8NCG7 whole entry, looked up): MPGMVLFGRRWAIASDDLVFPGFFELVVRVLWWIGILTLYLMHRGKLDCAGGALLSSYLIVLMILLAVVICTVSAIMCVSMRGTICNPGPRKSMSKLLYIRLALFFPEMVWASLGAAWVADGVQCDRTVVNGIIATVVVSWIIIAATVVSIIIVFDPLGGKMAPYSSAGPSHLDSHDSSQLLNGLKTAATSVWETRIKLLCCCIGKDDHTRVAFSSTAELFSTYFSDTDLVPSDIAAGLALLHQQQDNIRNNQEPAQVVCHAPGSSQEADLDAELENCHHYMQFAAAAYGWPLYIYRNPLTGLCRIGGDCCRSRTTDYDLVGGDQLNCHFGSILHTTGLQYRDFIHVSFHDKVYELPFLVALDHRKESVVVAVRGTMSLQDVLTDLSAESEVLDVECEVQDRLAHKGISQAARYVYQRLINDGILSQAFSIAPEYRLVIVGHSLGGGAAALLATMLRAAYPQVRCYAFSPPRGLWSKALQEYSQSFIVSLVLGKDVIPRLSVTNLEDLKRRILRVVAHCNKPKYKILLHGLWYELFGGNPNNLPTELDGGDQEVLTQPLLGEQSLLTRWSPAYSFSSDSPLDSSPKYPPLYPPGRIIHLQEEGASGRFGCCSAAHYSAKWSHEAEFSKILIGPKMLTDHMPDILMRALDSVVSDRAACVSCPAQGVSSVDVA
Tat export inh – E. coli Tat export inhibitors, primary screen, MC4100, TorA-mCherry reporter, fluorescence, single point. inhibition, % at 10 µM. actives 0.036% (n = 340,000). AID 488895, 2010;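 active = mean replicate inhibition at least 50% and at least half of replicates individually reaching 50%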;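 note: exported cargo escapes ClpAP degradation while cytoplasmic cargo is degraded and loses fluorescence; 0% = median of neutral control wells and 100% = median of NaSCN control wells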
Wnt bcat act – Wnt/beta-catenin pathway activators, primary screen, cell-based, plate reader, single point | Wnt/beta-catenin reporter cell assay, activator | activation, % at 9.35 µM | actives 1.2% (n = 300,000) | AID 743398, 2014; in the data active = activation above about 30%, passing the limit was not always enough;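 note: 0% = neutral control wells and 100% = positive control wells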
phage Ecoli inh – growth loss of phage-infected E. coli, primary screen, RecBCD inhibitor project, absorbance, with phage, HTS | AID 651602, 2012 | actives 0.26% (n = 360,000) | inhibition, % at 11.9 µM; in the data active = inhibition above about 11%
E coli growth – E. coli V3065 growth inhibition, primary screen, counter-screen for AddAB inhibitor project, absorbance, OD600; 18 h; inhibition, % at 11.9 µM; actives 0.27% (n = 330,000);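 active = inhibition above the campaign's mean inhibition across all tested compounds plus 3 SD, cut at about 9.9% in these data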;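 note: uninfected addAB+ strain grown without phage in ampicillin broth; 0% = DMSO wells and 100% = ciprofloxacin 0.95 µg/ml wells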
Rtt109 HAT inh – inhibitors of C. albicans Rtt109/Vps75 HAT, primary screen, biochemical, ThioGlo CoA-SH fluorescence, plate reader; Histone acetyltransferase RTT109 (Candida albicans (strain SC5314 / ATCC MYA-2876)), …; purified Rtt109/Vps75, 4 h; inhibition, % at 34.9 µM; actives 0.16% (n = 330,000);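 active = inhibition of at least 50% in every replicate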
Target sequence (Q5AAJ8 whole entry, looked up): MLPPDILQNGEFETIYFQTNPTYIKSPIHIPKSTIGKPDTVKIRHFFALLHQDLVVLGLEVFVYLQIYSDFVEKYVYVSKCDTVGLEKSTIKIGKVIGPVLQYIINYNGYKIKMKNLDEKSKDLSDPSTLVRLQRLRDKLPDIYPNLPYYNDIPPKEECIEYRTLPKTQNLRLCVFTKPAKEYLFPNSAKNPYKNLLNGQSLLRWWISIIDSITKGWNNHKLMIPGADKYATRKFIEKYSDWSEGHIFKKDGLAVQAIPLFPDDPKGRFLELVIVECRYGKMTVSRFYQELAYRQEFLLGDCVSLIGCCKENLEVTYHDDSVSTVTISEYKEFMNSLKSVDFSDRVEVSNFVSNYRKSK
PfHsp90 set2 – growth inhibition of PfHsp90-expressing yeast, primary screen, antimalarial PfHsp90 inhibitor project, S. cerevisiae, BacTiter-Glo luminescence, single point, set 2. BacTiter-Glo ATP, 48 h; yeast lacking PDR1 and PDR3 efflux regulators. inhibition, % at 9.4 µM. actives 0.32% (n = 310,000). AID 504621, 2011;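 active = every replicate shows inhibition above about 80%, whatever the replicate mean, limit read from the data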;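 note: 0% = DMSO neutral controls and 100% = 20 µM radicicol positive controls; yeast relying on Plasmodium falciparum Hsp90 in place of its own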
AddAB inh – growth inhibition of E. coli expressing H. pylori AddAB, primary screen, AddAB inhibitor project, absorbance | inhibition, % at 11.9 µM | actives 0.29% (n = 330,000) | AID 435030, 2010; in the data active = inhibition above about 12%;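 note: 0% = vehicle wells of infected cells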
CAL PDZ inh – CAL PDZ peptide-binding inhibitors, primary screen, biochemical, fluorescence polarization, Cer-tagged CAL PDZ, HTS | Golgi-associated PDZ and coiled-coil motif-containing protein (Homo sapiens), Q9HD26 | purified CAL PDZ, TMR-peptide fluorescence polarization, 1 h | inhibition, % at 20 µM | actives 0.02% (n = 330,000) | AID 504414, 2011;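 active = highest replicate inhibition of at least 40%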;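 note: plate controls were DMSO neutral control wells for no effect and unlabeled competitor peptide control wells for full effect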
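Control set: unlabelled peptide and DMSO controls / Material: purified CerCALP PDZ construct / Timing: 1 h incubation at room temperature before polarization reading / Doses: 20 µM, one dose / Detection: fluorescence polarization (mP)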
Numbers without * were called inactive; . = no result given; & = joins results of further samples.

SMILES	PvdQ acylase	DAGLB inhibitor	Tat export inh	Wnt bcat act	phage Ecoli inh	E coli growth	Rtt109 HAT inh	PfHsp90 set2	AddAB inh	CAL PDZ inh
CN(C)c1cccc(C(=O)Nc2ccc3nc4n(c(=O)c3c2)CCCCC4)c1	18	-1	-2	3	0.6	-0.4	-1	-1	1.5	-0.7
COc1ccc(C2(C)NC(=O)N(CC(=O)Nc3cccnc3Cl)C2=O)cc1 (stereo unspecified)	-6	3	11	6	2.5	-1.7	-18	3	1.3	-0.6
CCS(=O)(=O)N1CCN=C1SCc1ccc(F)cc1	-15	-2	-6	-1	1.8	1.1	-5	4	-0.7	-2.8
O=S(=O)(NCCOc1ccc(F)cc1)c1ccc2c(c1)OCCO2	-2	-4	-8	-3	2.3	-0.7	-4	20	1.1	-1.0
CC(=O)N1c2ccccc2C(C)(c2ccccc2)CC1(C)C (stereo unspecified)	-1	-9	1	.	.	-1.7	-3	37	0.7	-1.2
O=C(C1CCN(S(=O)(=O)c2cccs2)CC1)N1CCN(c2ccccc2O)CC1	-2	-1	3	4	0.0	0.2	20	.	0.1	-1.1
CC(=O)O[C@]1(C(C)=O)CC[C@H]2[C@@H]3C=C(C)C4=CC(=O)CC[C@]4(C)[C@H]3CC[C@@]21C	14&3	-1	-2&-3	-7	4.9	-0.7	3&3	-17	2.3	-1.3
CCOC(=O)CCCN1CC(O)=C(c2nc3ccccc3s2)C1=N	-12	1	1	0	4.4	0.0	4	-13	0.8	-0.1
CC(=O)c1ccc(Cc2ncc(C(F)(F)F)cc2Cl)s1	-14	-4	-5	.	-0.8	2.0	-4	.	2.4	1.5
CSc1cnnc2ccccc12	-2	1	-3	3	1.9	.	-5	-2	.	0.3
O=Nc1c(O)[nH]c2ccc(F)cc12	-30	-5	-3	1	3.1	-2.9	.	14	1.5	-4.0
O=C(Nc1nccs1)c1cccc(N2C(=O)c3cccc4c([N+](=O)[O-])ccc(c34)C2=O)c1	-25	-5	9	0	1.9	0.5	6	-20	1.0	.
CC(C)(C)c1ccc(OCCNC(=O)Cc2ccc(F)cc2)cc1	-8	-4	8	-1	2.2	0.1	-4	-11	1.6	-2.9
O=C(Nc1ccc(F)cc1F)C1CCN(C(=O)c2ccc(Br)cc2)CC1	10	-3	-4	.	3.4	1.6	10	-13	0.9	-2.0
O=C(c1ccc(Oc2ccc(C(F)(F)F)cc2[N+](=O)[O-])cc1)N1CCOCC1	-19	0	-1	.	5.3	0.3	-11	33	2.7	-0.4
COCCNC(=O)CN(C(=O)Cn1nnc2ccccc21)c1cccc(C)c1C	1	1	-4	0	1.5	0.2	-3	-1	1.3	-1.1
COc1ccccc1/C=C/C(=O)OCC(=O)NC1CCCCCC1	-9	-4	7	-1	0.8	0.2	-7	-14	-1.1	-1.1
Cc1noc(/C=C/c2cccs2)c1S(=O)(=O)N1CCC(C(=O)NCCCN2CCC(C)CC2)CC1	-4	-1	0	10	3.6	-2.3	-2	10	-1.0	-1.0
CCCOC(=O)C1[C@H]2C(=O)N(CC3CCCO3)C[C@]23C=C[C@H]1O3 (stereo partly specified)	-2	0	5	.	1.1	-0.2	15	14	-0.2	.
C[N+]12CCCCC1[C@@H](CO)CCC2 (stereo partly specified)	-13	2	9	17	1.7	-0.2	-3	-1	-1.2	0.6
O=C(COc1ccccc1)OCc1cc2ccccc2[nH]c1=O	4	-3	6	.	1.8	2.4	.	5	1.1	-2.7
CCCc1ccc(-c2cc(C(=O)NCCc3ccc(S(N)(=O)=O)cc3)c3ccccc3n2)cc1	-6	-2	2	.	3.7	1.8	-1	.	-3.4	-2.7
COc1ccc(-c2oc(=O)c3cc(OC)c(OC)cc3c2-c2ccc3c(c2)OCO3)cc1	10	-9	5	9	2.0	0.8	-13	3	2.2	-1.5
CC1CCCCN1S(=O)(=O)c1ccc2c(c1)oc(=O)n2CC(=O)O (stereo unspecified)	-15	0	-12	.	4.9	-1.1	11	0	1.6	-0.3
COC(=O)/C=C/c1c(C)nc(NCc2ccccc2)nc1Cl	3	-2	-9	1	2.3	1.5	10	-12	3.4	-1.4
C=CCN(CC=C)CC(O)Cn1c2ccccc2c2ccccc21 (stereo unspecified)	-10	-2	2	-2	0.7	0.4	-4	6	0.3	-1.8
Cc1ccc(NC(=O)CCn2nc([N+](=O)[O-])cc2C)nc1	30	0	-4	-1	2.5	-1.7	-1	-6	0.7	0.0
CCC1CN(C(=O)N2CCC(C(=O)NCc3ccccc3OC)CC2)c2ccccc2O1 (stereo unspecified)	-12	-2	2	1	1.4	-2.7	-1	-48	2.5	-2.1
CCC(=O)N1CCc2cc(S(=O)(=O)CCC(=O)N3CCN(c4ccccc4F)CC3)ccc21	-2	1	1	0	0.5	-1.8	-10	-18	-0.9	-1.4
O=C(CCNS(=O)(=O)c1cccs1)N1CCc2ccccc2C1	-9	0	11	-4	2.5	-1.1	-3	.	0.9	0.2
Cc1c(C(=O)N(C)c2cccc(Cl)c2)cnn1-c1ccccc1	-7	-2	-2	5	2.5	-1.7	1	2	2.1	-0.7
O=C(Nc1nc2ccccc2[nH]1)C1CCCC1	20	-4	-6	15	0.3	0.4	-4	-11	0.3	1.3
CC1CCCCC1NC(=O)CN(C)S(=O)(=O)c1ccc2c(c1)CCC(=O)N2 (stereo unspecified)	-2	-1	-4	-3	2.1	0.6	-11	26	3.4	-2.5
COc1cccc(C2c3[nH]c4ccccc4c3C[C@H]3C(=O)N(CCCO)CC(=O)N23)c1OC (stereo partly specified)	-6	2	2	-3	-0.4	-2.2	4	23	-1.1	0.5
Cc1noc(COc2ccc(OCc3nc(C)no3)cc2)n1	-13	-5	-12	-1	-1.2	-1.3	-4	5	2.4	-2.7
COc1cccc(OC)c1NC(=O)Cn1nc(C)c2ccccc2c1=O	-11	-1	-8	0	1.6	0.4	-2	32	1.2	0.5
COc1ccc(S(=O)(=O)Nc2cc3c(cc2C(C)=O)OCO3)cc1	2	0	-2	-2	3.9	-0.2	-2	-19	-1.4	-2.9
CC(=O)c1ccc(S(=O)(=O)Nc2cccc(-c3ccc(N4CCOCC4)nn3)c2)cc1	9	3	1	12	2.9	0.3	30	2	1.8	-3.0
Cn1c(SCc2ccc(Cl)cc2)nc(C(F)(F)F)cc1=O	-15	-2	4	.	0.1	0.6	-9	25	1.3	-1.5
CCn1c(-c2ccccc2Cl)nn(CC(=O)Nc2cc(Cl)ccc2Cl)c1=S	13	-1	-3	.	3.2	0.1	25	-10	1.6	-1.1
CC(=O)N1CCc2cc(S(=O)(=O)C(C)CC(=O)Nc3ccc(OC(F)(F)F)cc3)ccc21 (stereo unspecified)	-15	-2	-2	6	0.7	0.5	-4	11	2.3	0.1
CC(C)(C)NC(=O)CSc1nnc(-c2ccccn2)n1Cc1ccccc1	9	0	4	-3	-2.9	3.3	15	14	-0.7	-2.5
NC(=S)Nc1nccc(-c2cccs2)n1	-13	-4	5	22	-5.1	3.0	2	2	1.4	-0.2
CC(=O)Nc1ccc(S(=O)(=O)Nc2nc3cc4c(cc3nc2Cl)OCCO4)cc1	8	0	11	1	0.7	-0.6	43	-5	-1.8	-1.6
CC(=O)Nc1ccc(S(=O)(=O)NCC2CCC(C(=O)NCCC(C)C)CC2)cc1 (stereo unspecified)	-9	1	-1	.	1.5	0.0	8	-3	0.7	-1.3
Cc1ccc2c(Cl)c(C)c(N3CCOCC3)nc2n1	-2	1	6	1	1.0	.	-9	-7	.	-0.2
O=c1[nH]c2ccccc2c(O)c1SCCO	3	-1	13	-1	4.2	-0.9	.	2	-0.2	-3.1
Nc1nc(F)nc2c1ncn2[C@@H]1O[C@H](CO)[C@@H](O)[C@H]1O	19	2	-1	-23	68*	75*	9	9	75*	0.0

Some of these compounds in order of number of heavy atoms, ascending.
SMILES	PvdQ acylase	DAGLB inhibitor	Tat export inh	Wnt bcat act	phage Ecoli inh	E coli growth	Rtt109 HAT inh	PfHsp90 set2	AddAB inh	CAL PDZ inh
COC(=O)/C=C/c1c(C)nc(NCc2ccccc2)nc1Cl	3	-2	-9	1	2.3	1.5	10	-12	3.4	-1.4
COc1ccc(S(=O)(=O)Nc2cc3c(cc2C(C)=O)OCO3)cc1	2	0	-2	-2	3.9	-0.2	-2	-19	-1.4	-2.9
CC(=O)Nc1ccc(S(=O)(=O)Nc2nc3cc4c(cc3nc2Cl)OCCO4)cc1	8	0	11	1	0.7	-0.6	43	-5	-1.8	-1.6

More entries follow:
SMILES	PvdQ acylase	DAGLB inhibitor	Tat export inh	Wnt bcat act	phage Ecoli inh	E coli growth	Rtt109 HAT inh	PfHsp90 set2	AddAB inh	CAL PDZ inh
CC1=NNC(=O)C1CC(=O)N/N=C/c1ccc(C)o1 (stereo unspecified)	.	.	.	1	3.1	0.8	.	.	3.0	.
O=S(=O)(CCSc1ccc(C(F)(F)F)cn1)c1ccccc1	4	-7	2	0	0.1	-0.6	8	10	1.3	-0.6
CCN(CC)CCCNCC(=O)Nc1cc(C)on1	-2	2	-9	0	-0.2	0.4	-8	6	-0.8	-0.5
Cc1ccc(C)c(NC(=S)NC(=O)c2cncc(Br)c2)c1	.	.	.	0	1.5	-1.9	.	.	1.4	.
O=C(Cc1ccc(NC(=O)C2CCN(C(=O)c3ccccc3)CC2)cc1)Nc1cccc(C(=O)N2CCCCC2)c1	-17	1	1	-1	3.2	.	-2	4	.	0.6
O=C(O)c1ccccc1C(=O)N1CCN(Cc2ccc3c(c2)OCO3)CC1	-2	2	4	-2	1.6	.	-5	3	.	-0.4
Cc1cc(Cl)ccc1OC(C)C(=O)Nc1cnn(CCCC(=O)O)c1 (stereo unspecified)	-4	2	-1	-1	0.0	1.3	-1	1	1.5	-2.8
Cc1ccc2c(c1)c1nnc(SCC(=O)N3CCCc4ccccc43)nc1n2CC(=O)O	-6	2	-4	-2	3.6	-0.6	1	-18	0.6	0.5
O=C1CC(N2CCSCC2)C(=O)N1c1ccccc1 (stereo unspecified)	-12	1	1	-1	4.3	1.1	1	7	1.6	0.4
CCCCn1c(NC(=O)c2ccc(Br)o2)c(S(=O)(=O)c2ccccc2)c2nc3ccccc3nc21	4	5	0	.	2.4	-1.6	-215	-2	0.3	-2.0
CCN(CCO)Cc1csc2ccc(Cl)cc12	-6	-1	2	-3	3.2	-2.0	2	-32	-1.5	-0.6
CCCCn1nc(C(=O)N(CC(C)C)c2c(N)n(CCCC)c(=O)[nH]c2=O)c2ccccc2c1=O	-13	8	-5	0	1.1	.	2	.	.	-2.0
COc1ccccc1N1CCN(S(=O)(=O)CCNC(=O)c2cc(OC)c(OC)c(OC)c2)CC1	1	-5	9	-1	1.7	-0.8	6	-10	2.4	-0.3
COc1ccc2nc(/N=C/c3c(C)[nH]n(-c4ccc(C)cc4C)c3=O)sc2c1	-10	0	-11	.	4.3	1.1	15	-110	1.5	-0.8
O=C(N/N=C\c1coc2ccccc2c1=O)c1ccco1	-11	-2	0	-2	-0.4	-1.2	5	0	3.9	-0.2
CCN(CC(=O)NCc1ccc(F)cc1)C(=O)C1CCN(S(=O)(=O)c2ccc(C(C)C)cc2)CC1	2	-5	9	-2	2.5	.	10	.	.	-0.9
